RBX1-CUL1 inh – inhibitors of human ROC1-CUL1 ubiquitin ligase activity; in vitro K48 di-Ub FRET, acceptor:donor ratio, 45 min; 0.6% of 140,000 active; inhibition, % at 10 µM; P62877+Q13616; in the data active = inhibition above about 25%
Target sequence (P62877 whole entry, looked up): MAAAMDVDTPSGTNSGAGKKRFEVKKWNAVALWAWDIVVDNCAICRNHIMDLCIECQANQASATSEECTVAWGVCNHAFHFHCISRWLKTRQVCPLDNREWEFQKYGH
Target sequence (Q13616 whole entry, looked up): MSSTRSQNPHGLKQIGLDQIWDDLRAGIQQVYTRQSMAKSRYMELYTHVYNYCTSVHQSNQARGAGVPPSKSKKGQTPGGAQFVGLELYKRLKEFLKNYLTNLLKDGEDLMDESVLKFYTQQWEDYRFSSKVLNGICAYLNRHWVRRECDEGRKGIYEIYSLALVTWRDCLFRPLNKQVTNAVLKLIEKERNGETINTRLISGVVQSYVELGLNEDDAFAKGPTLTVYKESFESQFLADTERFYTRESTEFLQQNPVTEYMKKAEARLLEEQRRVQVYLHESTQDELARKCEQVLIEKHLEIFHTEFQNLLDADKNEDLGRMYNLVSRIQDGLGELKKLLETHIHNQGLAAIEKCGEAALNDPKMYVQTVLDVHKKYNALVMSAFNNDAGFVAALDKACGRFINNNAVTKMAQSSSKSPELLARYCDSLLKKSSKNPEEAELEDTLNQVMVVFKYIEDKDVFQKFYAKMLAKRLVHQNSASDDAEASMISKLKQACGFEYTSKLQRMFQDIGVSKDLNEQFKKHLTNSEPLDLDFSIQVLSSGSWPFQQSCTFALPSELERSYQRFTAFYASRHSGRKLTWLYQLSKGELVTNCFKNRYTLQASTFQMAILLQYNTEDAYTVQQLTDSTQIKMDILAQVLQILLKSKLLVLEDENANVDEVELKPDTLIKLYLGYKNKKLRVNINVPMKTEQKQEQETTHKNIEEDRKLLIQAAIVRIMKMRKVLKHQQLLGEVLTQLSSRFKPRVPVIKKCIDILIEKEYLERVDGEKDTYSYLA
Numbers without * were called inactive.

SMILES	RBX1-CUL1 inh
COc1ccc(-n2nc(C(=O)N3CCCC3)nc2-c2ccccc2)cc1	-2
COCCNC(=O)C1CC(c2c(F)cccc2Cl)=NO1 (stereo not given)	1
Cc1cccc(C2N3CC4(C(C)C)CN2CC(C(C)C)(C3)C4=O)c1 (stereo not given)	-8
CSCC(=O)N1CCCC(C(=O)c2ccc(Cl)cc2C)C1 (stereo not given)	12
O=C(CSc1nnc(-c2ccncc2)o1)N1CCCCCC1	6
O=C(CSc1ncccn1)Nc1ccc(F)cc1F	-9
Cc1noc(-c2ccc(N3CCC(C)CC3)c([N+](=O)[O-])c2)n1	-3
CCC(C)(C)NCc1ccccn1	-8
C#CCN1C(=O)S/C(=C/c2cc(C)n(-c3cccc(C(=O)OC)c3)c2C)C1=O	-2
CCCC(=O)Nc1nnc2n1CCS2	-7
Cc1cc(C)c(NC(=O)c2c(C)nn(-c3ccc(F)cc3)c2-n2cccc2)c(C)c1	-10
CCOC(=O)C1C(=N)N(c2ccccc2C(F)(F)F)C2=C(C(=O)CC(C)(C)C2)C1c1cc(OC)c(OC)c(OC)c1 (stereo not given)	-7
COc1ccc(N2CCN(S(=O)(=O)N3CCCC3)CC2)cc1	5
CSC1(c2ccccc2)C(N2C(=O)c3ccccc3C2=O)C(=O)N1c1ccccc1 (stereo not given)	5
COC(=O)c1c(-c2ccc(F)cc2)csc1NC(=O)C(C)(C)Oc1ccc(Cl)cc1	2
Cc1ccccc1N1C(S)=C(C#N)C(=O)NC1c1cccs1 (stereo not given)	0
CCCOc1ccc(C(=O)Nc2ccc(NC(=O)c3ccccc3)c(Br)c2)cc1	3
CSc1ccc(CNc2ncn[nH]2)cc1	3
Cc1cccc(NC(=O)CSc2nc(-c3ccccc3)cs2)c1C	4
COC(=O)[C@@H]1C[C@H](C(=O)NCc2ccc(C)o2)[C@H](c2cccc(F)c2F)N1C	-13
COc1ccc(OCCn2c(C)c(/C=C3/C(=N)N4N=C(c5ccc(C)cc5)SC4=NC3=O)c3ccccc32)cc1	-2
Cc1cc(C)nc(NC2=NCC(=O)N2c2ccccc2Br)n1	5
O=C(Cn1c(=O)n(Cc2nc(-c3ccccc3)no2)c(=O)c2cc3c(cc21)OCO3)Nc1ccc(Cl)cc1	-8
Nc1c(C(=O)Nc2nccs2)sc2nc3c(cc12)CCCCCC3	7
O=C(OC1[C@@H](O)[C@H](O)C(OC(=O)c2cccnc2)[C@H](O)[C@@H]1O)c1cccnc1 (stereo not given in full)	-1
CCC(C)NC(=O)Cn1c(=O)n(-c2ccc(OC)c(OC)c2)c(=O)c2ccccc21 (stereo not given)	1
COc1ccc(C(=O)Nc2ccccc2C(=O)OCc2cc(=O)n3c4c(sc3n2)CCCC4)cc1	2
O=C(CN1C(=O)c2cccc3cccc(c23)C1=O)NCCCN1CCOCC1	-2
CCN(CC)S(=O)(=O)c1ccc(NC(=O)c2cc3ccc4cccnc4c3[nH]2)cc1	-1
COc1cccc([C@H]2Nc3ccc(S(=O)(=O)Nc4ccc(C)c(C)c4)cc3[C@H]3C=CC[C@H]32)c1	-5
O=C1NC23CC4CC2(CC(C3)c2ccccc24)O1	-2
COc1cc(Cl)c(C)cc1NC(=O)C1CCCCC1	-7
Cc1ccc(C(=O)O)cc1NC1(c2ccccc2)C(=O)c2ccccc2C1=O	5
Cc1ccc(-c2ccc(=O)n(CC(=O)Nc3ccc(C(C)C)cc3)n2)cc1	8
CCN=C1SC(CC(=O)Nc2sc(CC)cc2C(=O)OCC)C(=O)N1CC (stereo not given)	8
O=C(O)c1ccccc1-c1ccccc1C(=O)Nc1nc2ccccc2s1	1
COc1ccc(-n2ncc(C(C)NCc3ccccn3)c2C)cc1 (stereo not given)	5
COC(=O)C(=O)N=c1sc2cc(F)ccc2n1Cc1ccc(F)cc1	8
CCc1ccc(-n2nnc(-c3nnc(-c4ccccc4)o3)c2C)cc1	1
CCCCC(CC)CNC(=O)C1CCN(S(=O)(=O)c2cccc3nsnc23)CC1 (stereo not given)	-4
COc1ccc(/C=N\NC(=O)c2ccc(S(=O)(=O)N3CCCCC3)cc2)cc1OC	-5
c1cc2nc(C34CC5CC(CC(C5)C3)C4)[nH]c2cn1	3
Cc1ccccc1OCCSc1nnnn1-c1ccccc1	7
CCOC(=O)N1N(C(=O)OCC)C2(c3ccccc3)OC1(c1ccccc1)c1ccccc12	-4
CCCCC(=O)N(c1ccc(Cl)c(Cl)c1)c1nc(-c2ccccc2)c(CCC)s1	-6
CC1(C)C=Cc2c(ccc3ccccc23)S1=O (stereo not given)	-7
COC(F)(C(=O)Nc1sc(C(=O)N2CCCCC2)c(C)c1C#N)C(F)(F)F (stereo not given)	0
CCNC(=O)c1cn(CC(C)C)cc(C(=O)NCc2ccccc2F)c1=O	0
COc1ccc(/C=C/C(=O)N2CCCN(C(=O)/C=C/c3ccc(OC)c(OC)c3)CC2)cc1OC	-1
COc1ccc(-n2ncc(C(C)NCc3ccc4nonc4c3)c2C)cc1 (stereo not given)	10
C#CCOc1c(Br)cc(CO)cc1OCC	-3
CNC(=O)c1ccc(C2CCCN2C(=O)Cc2cn3ccsc3n2)s1 (stereo not given)	3
COc1ccccc1NC(=O)C(=O)NCC(c1ccc2c(c1)OCO2)N1CCN(C)CC1 (stereo not given)	4
COc1ccccc1NC(=O)c1c(N)sc2c1CCCCC2	8
CCSc1nnc2c(n1)OC(c1c(F)cccc1Cl)Nc1ccc(Br)cc1-2 (stereo not given)	-1
COc1cc(Cl)ccc1Nc1ncc(C(=O)N2CCN(c3ccccc3OC)CC2)c2ccccc12	1
Cc1ccc(N2CC(=O)C(c3nc4ccccc4c(=O)[nH]3)C2=N)cc1 (stereo not given)	4
CCCS(=O)(=O)c1c(S(=O)(=O)CCC)c2cc(CC)ccn2c1C(=O)c1ccc(OC)cc1	-6
CCC(=O)N1c2ccccc2-c2nnc(SC)nc2OC1CC (stereo not given)	14
Clc1ccc(N2CCC(C3CCN(Cc4cccnc4)CC3)C2)nc1 (stereo not given)	5

Other results follow:
SMILES	RBX1-CUL1 inh
Cc1c(C(=O)N2CCC(C)CC2)c(S(=O)(=O)NCc2ccc(Br)cc2)c(C)n1C	-7
O=C1S/C(=C\c2cc(Cl)ccc2O)C(=O)N1Cc1ccc(F)cc1	3
CCCN(CCC)C1=N/C(=C\c2ccco2)C(=O)N1c1ccccc1	-10
Cc1ccc(NC(=S)NC(NC(=O)c2cccc(Br)c2)C(Cl)(Cl)Cl)cc1C (stereo not given)	1
CCOc1cccc(C(=O)Nc2ccc(S(N)(=O)=O)cc2)c1	-4
Cc1ccc(C)n1-c1ccccc1CO	5
CCN(C(=O)Cc1c(C(=O)O)[nH]c2ccccc12)c1ccc(OC)cc1	-8
O=C(NC(N1CCCC1=O)(C(F)(F)F)C(F)(F)F)c1ccco1	6
Cc1cccc(Cn2c(N3CCNCC3)nc3c2c(=O)n(C)c(=O)n3C)c1	4
CN1CCc2onc(-c3ccc(C(F)(F)F)cc3)c2C1	2
CCOc1ccccc1NS(=O)(=O)c1ccc2oc(=O)c3ncn(C)c3c2c1	-1
CCc1ccc(CCC(=O)NC2CCCCC2)cc1	-8
Cc1ccc(N2NC(=O)/C(=C/c3ccc(F)cc3)C2=O)cc1C	78*
Cc1ccc(-c2nnc(Nc3ccc(F)cc3)c3ccccc23)cc1S(=O)(=O)NC(C)C	-3
CC(=O)N1CCC(N2CCC(C3CCN(Cc4cccc(F)c4F)CC3)C2)CC1 (stereo not given)	5
COc1ccc(C(=O)COC(=O)CCCC(=O)Nc2ccc(C(C)=O)cc2)cc1	6
COC(=O)c1c(NC(=O)Nc2ccc(Cl)cc2)sc(C)c1C	-5
COc1cccc(OC)c1C(=O)Oc1ccccc1O	-3
CCOc1ccccc1NC(=O)c1cc(C)on1	-1
COC(=O)c1c(S(=O)(=O)NCc2ccccc2)sc2c1CCN(C(=O)CCc1ccccc1)C2	-5
COc1cccc(-c2nc(CS(=O)(=O)CC(=O)N3CCN(c4ccccc4)CC3)c(C)o2)c1	-4
CCc1nc(C)cn1S(=O)(=O)c1ccc(Cl)c(OC)c1	3
Cc1ccc(-n2c(=O)c3c4c(sc3n(CC(=O)C(C)(C)C)c2=O)CCCCC4)cc1C	-8
CN(CC(=O)NC1CCCN(CCCc2ccccc2)C1)Cc1ccncc1 (stereo not given)	9
N=c1n(CC(=O)O)c2ccccc2n1Cc1ccccc1	-5
CC1(C)CC(=O)c2c(nc(SCC(=O)c3ccccc3)c(C#N)c2-c2ccccc2)C1	-3
Cc1ccc(NC(=S)NC(=O)C(C)C)c(C)c1	-4
C=C(C)CN1N=C(C)Cn2c1nc1c2c(=O)n(CC(=C)C)c(=O)n1C	3
COc1cc(OC)c(/C=N/NC(=O)c2ccc(Cl)cc2Cl)cc1Br	-4
CCc1ccc(OCCCNC2CCCC2)cc1	-5
Cc1noc(C)c1CCCNC(=O)c1ccc(N2CCSCC2)nc1	8
CCOC(=O)C1(Cc2ccc(OC)cc2)CCN(C(=O)[C@@H]2CCCN2C(C)=O)CC1	10
CN(c1cccc(NC(=O)CN(c2cccc(F)c2)S(C)(=O)=O)c1)S(C)(=O)=O	5
COc1cc(OC)c(C(=O)Nc2ccccn2)cc1OC	4
CCc1ccc(/C=C2\C(=O)NC(=S)N(C)C2=O)cc1	-2
CC(=O)c1ccc(NC(=O)CN2C(=O)CCc3cc(S(=O)(=O)N4CCC(C)CC4)ccc32)cc1	3
CCCCc1nn2c(=O)cc(COC(=O)c3ccc4c(c3)OCO4)nc2s1	0
COc1ccccc1CCN1CCCC(CN(C)C(=O)CCc2cccnc2)C1 (stereo not given)	-5
CCC(C(=O)Nc1ccccc1C#N)c1ccccc1 (stereo not given)	0
CCS(=O)(=O)Nc1cc(C(=O)N(C)Cc2nonc2C)c2c(c1)nc(-c1ccccc1)n2C	0
COc1ccc(CNc2ccc3cc(S(=O)(=O)N4CCCCC4)ccc3n2)cc1	1
COc1ccccc1OCC(=O)Nc1nc(-c2ccc(S(=O)(=O)N3CCOCC3)cc2)cs1	-2
Cc1nc2sccn2c(=O)c1S(=O)(=O)Nc1cccc(Cl)c1C	0
CCc1ccc(NC(=O)Cn2c(=O)n(CCCCC(=O)NCCc3ccc(Cl)cc3)c(=O)c3ccccc32)cc1	-15
CSCc1ccc(C(=O)N2CCOC(CCc3ccccc3)C2)o1 (stereo not given)	3
O=C(NCC1CCCOC1)c1cc(CN2CCC(Cc3ccccc3)CC2)on1 (stereo not given)	7
Cc1ccc(Cl)cc1NC(=O)C(NS(=O)(=O)c1cccc2nsnc12)c1ccccc1 (stereo not given)	6
Cc1ccc(S(=O)(=O)Oc2c(Br)cc(Br)c3cccnc23)c(C)c1	0
O=C(CN1CC(=O)N2CCC[C@H]2C1=O)N1CCC(CCn2cccn2)CC1	7
CC(C(=O)O)N1CC(c2ccccc2)Oc2ccccc2C1=O (stereo not given)	1
Cc1ccc(-c2cc3ncc4c(n3n2)-c2cc(Cl)ccc2OC4)cc1	-6
COC(=O)c1ccc(CNC(=O)CSc2nnc(COc3ccccc3)n2C)o1	9
CCCSc1nnc(NC(=O)COc2ccc(OC)cc2)s1	-2
CC1(C)CC(=O)c2cc(C(=O)Nc3ccc(Br)cc3)c(=O)n(-c3ccc(Cl)cc3)c2C1	7
CCc1c(C)nc(SCc2nc(-c3ccccc3C)no2)[nH]c1=O	10
CSCCC(=O)N1CCC(Oc2ccc(C(=O)NCCN(C)C)cc2Cl)CC1	0
O=c1c2sc3ccccc3c2n(Cc2cccc(Cl)c2)c(=O)n1Cc1ccccc1	1
N#Cc1c(N2C(=O)CC(Sc3ncccc3C(=O)O)C2=O)sc2c1CCCC2 (stereo not given)	-5
O=C(c1ccn(C(=O)c2ccccc2Cl)n1)N1CCCCC1	3
CC(C)c1ccc(C2C=C(C(=O)O)Nc3ncnn32)cc1 (stereo not given)	5

Already shown: entries from further up.
SMILES	RBX1-CUL1 inh
CCS(=O)(=O)Nc1cc(C(=O)N(C)Cc2nonc2C)c2c(c1)nc(-c1ccccc1)n2C	0
COc1ccc(CNc2ccc3cc(S(=O)(=O)N4CCCCC4)ccc3n2)cc1	1
COc1ccccc1OCC(=O)Nc1nc(-c2ccc(S(=O)(=O)N3CCOCC3)cc2)cs1	-2
Cc1nc2sccn2c(=O)c1S(=O)(=O)Nc1cccc(Cl)c1C	0
CCc1ccc(NC(=O)Cn2c(=O)n(CCCCC(=O)NCCc3ccc(Cl)cc3)c(=O)c3ccccc32)cc1	-15
CSCc1ccc(C(=O)N2CCOC(CCc3ccccc3)C2)o1 (stereo not given)	3
O=C(NCC1CCCOC1)c1cc(CN2CCC(Cc3ccccc3)CC2)on1 (stereo not given)	7
Cc1ccc(Cl)cc1NC(=O)C(NS(=O)(=O)c1cccc2nsnc12)c1ccccc1 (stereo not given)	6
Cc1ccc(S(=O)(=O)Oc2c(Br)cc(Br)c3cccnc23)c(C)c1	0
O=C(CN1CC(=O)N2CCC[C@H]2C1=O)N1CCC(CCn2cccn2)CC1	7
CC(C(=O)O)N1CC(c2ccccc2)Oc2ccccc2C1=O (stereo not given)	1
Cc1ccc(-c2cc3ncc4c(n3n2)-c2cc(Cl)ccc2OC4)cc1	-6
COC(=O)c1ccc(CNC(=O)CSc2nnc(COc3ccccc3)n2C)o1	9
CCCSc1nnc(NC(=O)COc2ccc(OC)cc2)s1	-2
CC1(C)CC(=O)c2cc(C(=O)Nc3ccc(Br)cc3)c(=O)n(-c3ccc(Cl)cc3)c2C1	7
CCc1c(C)nc(SCc2nc(-c3ccccc3C)no2)[nH]c1=O	10
CSCCC(=O)N1CCC(Oc2ccc(C(=O)NCCN(C)C)cc2Cl)CC1	0
O=c1c2sc3ccccc3c2n(Cc2cccc(Cl)c2)c(=O)n1Cc1ccccc1	1

(continued)
SMILES	RBX1-CUL1 inh
Nc1nc(N)nc(-c2cc(Cl)ccc2Cl)n1	-8
O=C(Nc1nccs1)c1ccc(CSc2ncnc3nc[nH]c23)cc1	9
Cc1noc(C)c1C(=O)Nc1cccc(C(F)(F)F)c1	2
O=C(CCn1c(=O)c2cccn2c2ccccc21)Nc1ccc(F)cc1	8
Cc1c(Cl)cccc1N=C1C(=O)Nc2ccccc21	5

A portion of the library, so the mix of outcomes need not match the whole.
